Assay outcomes deposited in PubChem by MTDP.
RNase H inhibition: RNase H inhibition, HIV 1 Gag Pol polyprotein, FRET biochemical assay, screening (AID 372). HIV-1 RT RNase H, FRET RNA/DNA substrate fluorescence; higher % means a stronger effect. inhibition, % at 10 µM; hits with a dose series show IC50 in µM. 100,000 tested, 0.77% active; in the data active means inhibition above about 50%
* = called active by the depositor; & = joins results of further samples. This is a subset (hit frequency here may not be typical).

SMILES	RNase H inhibition
CCOc1ccc(S(=O)(=O)N2CCCCCC2)c2ccccc12	11%
COc1ccc(C2CC(=O)C3=C(C2)NC(C)=C(C(=O)OCCc2ccccc2)C3c2ccncc2)cc1 (stereo not given)	18%
O=C(Nc1ccccc1C(=O)NCCc1ccccc1)c1cccnc1	3%
CC(C)Cc1ccc(C(C)C(=O)O)cc1 (stereo not given)	0%&5%

3 structures out of the list, sorted by number of heavy atoms, smallest number first.
SMILES	RNase H inhibition
CC(C)Cc1ccc(C(C)C(=O)O)cc1 (stereo not given)	0%&5%
O=C(Nc1ccccc1C(=O)NCCc1ccccc1)c1cccnc1	3%
COc1ccc(C2CC(=O)C3=C(C2)NC(C)=C(C(=O)OCCc2ccccc2)C3c2ccncc2)cc1 (stereo not given)	18%
